TCR activator – Activators of T cell receptors: qHTS campaign | primary human leukocytes, anti-CD3, IL-2 HTRF, 48 h | Potency, µM (highest dose often 9.22 µM), without a hit: at the highest dose activation of IL-2 secretion, usual class: activators | 330,000 tested, under 10 active | AID 504894, 2011; note: % of control where 0% means no effect
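Compounds are tested in HTS on primary human leukocytes co-incubated with a-CD3 beads for 48 hr. IL-2 output is measured by time-resolved FRET.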
Eya2 phos inh – qHTS Assay for Inhibitors of the Phosphatase Activity of Eya2. Protein phosphatase EYA2 (Homo sapiens), O00167. AID 488837, 2010. Potency, µM (titrated, usually from 76.9 µM), for inactives: at the highest dose activity, negative = inhibition, hits mostly inhibitors. 0.006% of 330,000 active. recombinant Eya2, OMFP fluorescence dephosphorylation (OMFP is methylfluorescein phosphate); note: potency is the fitted concentration of half-maximal effect; % is set by controls: 0 for no effect and ±100 for the full control effect
Target sequence (O00167 whole entry, looked up): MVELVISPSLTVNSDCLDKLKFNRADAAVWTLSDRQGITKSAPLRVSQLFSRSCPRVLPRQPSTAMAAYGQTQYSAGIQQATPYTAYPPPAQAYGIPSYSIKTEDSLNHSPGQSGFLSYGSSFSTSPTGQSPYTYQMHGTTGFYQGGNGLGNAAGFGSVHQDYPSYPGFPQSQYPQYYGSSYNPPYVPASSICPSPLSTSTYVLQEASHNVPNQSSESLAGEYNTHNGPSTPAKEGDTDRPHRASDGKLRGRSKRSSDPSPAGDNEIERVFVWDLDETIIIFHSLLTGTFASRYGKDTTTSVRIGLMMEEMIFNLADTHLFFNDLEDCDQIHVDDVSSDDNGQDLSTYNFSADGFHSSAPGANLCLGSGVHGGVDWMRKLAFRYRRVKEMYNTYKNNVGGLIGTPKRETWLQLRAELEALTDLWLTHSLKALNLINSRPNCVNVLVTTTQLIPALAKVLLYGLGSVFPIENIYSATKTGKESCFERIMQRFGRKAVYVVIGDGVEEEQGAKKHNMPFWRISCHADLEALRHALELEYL
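Eya2 protein (added as 0.2 uM solution) was preincubated with compound for 10 min at ambient temperature in 50 mM HEPES pH 7.5, 50 mM NaCl, 5 uM MgCl2, 0.05% BSA, 1 mM DTT. OMFP (added at 50 uM) then reacted 10 min; fluorescence read at 485/525 nm.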
AT treatment – qHTS Assay for Identifying a Potential Treatment of Ataxia-Telangiectasia. […] A-T fibroblasts, KAP-1 phosphorylation AlphaLISA; neocarzinostatin DNA damage 30 min before lysis. Potency, µM (titrated, usually from 57.5 µM), without a hit: top-dose activation, usual class: activators. 0.19% of 320,000 active. AID 485349, 2010; note: potency is the fitted concentration of half-maximal effect; % of control where 0% means no effect; nearly all actives have a fitted effect of over 45% in size
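ATM-like activity read as KAP-1 phosphorylation via AlphaLISA donor/acceptor antibody pairs after lysis and 6 hr at 25C. Cells were ATM-null patient fibroblasts ([…], hTERT), dosed 60 min, then exposed to the DSB inducer NCS for 30 min.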
Integrin act MD – qHTS for Activators of Integrin-Mediated Alleviation for Muscular Dystrophy | alpha7betagal myoblasts, beta-gal FDG fluorescence, 48 h | Potency, µM (series often up to 38.3 µM), inactives show at the top dose activation, most hits filed as activators | 0.064% of 350,000 active;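 note: potency is the fitted concentration of half-maximal effect; 100% = response of the positive control SU9516; nearly all actives have a fitted effect of over 60% in size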
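Alpha7betagal+/- myoblasts (passage 13) were plated 16-24 hr, then exposed to compounds (1:260 dilution of DMSO stock) for 48 hours at 37C. After MPER lysis, β-galactosidase reporter activity was read as FDG fluorescence (ex 480/em 540) after 30 minutes.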
PTAP TSG101 blk – qHTS Assay for Iinhibitors of HIV-1 Budding by Blocking the Interaction of PTAP/TSG101; Fluorescence polarization, FITC-PTAP peptide / Tsg101 binding; 340,000 tested, under 10 active; Potency, µM (doses to about 115 µM), inactives show at the highest dose activity change, negative = inhibition, usual class: inhibitors; Tumor susceptibility gene 101 protein (Homo sapiens), Q99816; AID 493005, 2010; active = well fitted inhibition curve with a large enough effect in the main read-out, with a control signal flat, not every such curve was filed as active; inconclusive = small, poorly fitted or top-dose-only effect, or effect the other way, or a change in a side signal; inactive = no such curve, though single readings can be large or run the other way; note: potency is the fitted concentration of half-maximal effect; % of control where 0% means no effect
Target sequence (Q99816 whole entry, looked up): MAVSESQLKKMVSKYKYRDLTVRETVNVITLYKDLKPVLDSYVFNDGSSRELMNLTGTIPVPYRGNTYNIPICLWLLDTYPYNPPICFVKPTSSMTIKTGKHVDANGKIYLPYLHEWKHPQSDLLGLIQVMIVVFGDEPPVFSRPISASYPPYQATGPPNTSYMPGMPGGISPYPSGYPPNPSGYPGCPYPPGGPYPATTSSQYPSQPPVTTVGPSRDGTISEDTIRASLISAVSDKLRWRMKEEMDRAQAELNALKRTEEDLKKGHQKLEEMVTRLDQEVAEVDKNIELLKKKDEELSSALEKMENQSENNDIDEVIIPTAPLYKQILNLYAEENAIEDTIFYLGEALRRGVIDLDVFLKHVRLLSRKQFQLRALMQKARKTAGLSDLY
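Tsg101 binding domain (10 uM final) was mixed with compound and a FITC-labeled PTAP peptide (50 nM final) in HEPES pH 7.5 buffer with NaCl, Tween 20, EDTA and TCEP; fluorescence polarization was read after 20 min at r.t.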
ASM inhibitor – Inhibitors of Secretory Acid Sphingomyelinase (S-ASM): qHTS; Sphingomyelin phosphodiesterase (Homo sapiens), P17405; placental ASM, HMU-PC fluorogenic substrate, 60 min; Potency, µM (highest dose often 57.5 µM), inactives show at the highest dose activity change, negative = inhibition, hits mostly inhibitors; 0.006% of 340,000 active; AID 504937, 2011; note: potency is the fitted concentration of half-maximal effect
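Human placenta-derived ASM preincubated with compound 10 min at room temperature, then reacted with 9 uM (final) fluorogenic HMU-PC substrate for 60 min at 37 C. Stop solution raises pH to 10; fluorescence read at Ex 386/Em 447 nm.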
Mito fusion act – qHTS Assay for Small Molecule Inhibitors of Mitochondrial Division or Activators of Mitochondrial Fusion | 0.23% of 320,000 active | AID 485298, 2010 | S. cerevisiae fusion-defective mutant growth rescue, CellTiterGlo 48 h | Potency, µM (doses to about 46.1 µM), for the others: at the highest dose growth rescue (activation), actives largely listed as activators;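 note: potency is the fitted concentration of half-maximal effect; % of control where 0% means no effect; nearly all actives have a fitted effect of over 45% in size; temperature-sensitive fusion mutants such as fzo1-1 at 37 °C on non-fermentable ethanol glycerol medium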
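S. cerevisiae fusion-defective temperature-sensitive mutants (e.g. fzo1-1, mgm1-5) grown 48 h at 37C in YPEG (ethanol/glycerol non-fermentable) medium with 23 nl compound per well; growth rescue read as CellTiterGlo luminescence.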
Tb PFK inh – qHTS Assay to Find Inhibitors of T. brucei phosphofructokinase; T. brucei PFK, ADP-Glo luminescence; ATP-dependent 6-phosphofructokinase (Trypanosoma brucei brucei), O15648; AID 485367, 2010; 0.17% of 330,000 active; Potency, µM (highest dose often 57.5 µM), for the others: at the top dose activity, negative = inhibition, usual class: inhibitors;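 note: potency is the fitted concentration of half-maximal effect; 0% = uninhibited 1x PFK enzyme wells and -100% = no-enzyme wells; nearly all actives have a fitted effect of over 60% in size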
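ADP-Glo luminescence quantified ADP after 45 min at room temperature, with 1.25 nM T. brucei PFK, 0.1 mM ATP and 0.5 mM fructose-6-phosphate in pH 8.0 TEA buffer. qHTS titrations up to 57 µM; curves classified by quality.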
Chronic BCR inh – qHTS Assay to Find Inhibitors of Chronic Active B-Cell Receptor Signaling; 0.05% of 340,000 active; AID 493014, 2011; ABC-DLBCL IkBa-CBG/CBR reporter, luminescence ratio, 4 h; Potency, µM (top dose mostly 46.1 µM), for the others: at the highest dose ratio change, negative = lower green/red ratio, most hits filed as inhibitors; active = well fitted inhibition curve with a large enough effect in the signal ratio, with a control signal flat, not every such curve was filed as active; inconclusive = small, poorly fitted or top-dose-only effect, or effect the other way, or a change in a side signal; the % refers to the signal ratio;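 note: potency is the fitted concentration of half-maximal effect; plate controls were basal doxycycline-induced cells for no effect and cells given 10 µM MG132 for full effect; MG132 reads +100%, hits lower the ratio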
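Concentration-response series (up to 46 uM) were applied to TMD8 dual-reporter cells for 4 h at 37C with doxycycline. Green/red ratio, after filter-overlap correction, defined %Activity; red signal alone was normalised to basal cells and zero luminescence.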
TSHR antagonist – Antagonists of the Thyroid Stimulating Hormone Receptor: HTS campaign; Thyrotropin receptor (Homo sapiens), P16473; TSHR-expressing cells, TSH-stimulated cAMP HTRF, 2 h; stronger effect = lower value; activity change, negative = inhibition, % at 11.5 µM; 0.2% of 330,000 active;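 active = activity change below a set negative limit, meaning inhibition stronger than a set level, cut at about -70% in these data; inconclusive = activity change between two set negative limits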; note: % is set by controls: 0 for no effect and ±100 for the full control effect
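Freshly harvested TSHR cells receive pin-tooled compound, then EC80 TSH at 4nM final. After 2 hours at 37 deg C, antibody in lysis buffer and cAMP-d2 are added; 30 minutes at ambient temperature precede the HTRF read.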
ELG1 DNA repair – qHTS screen for small molecules that inhibit ELG1-dependent DNA repair in human embryonic kidney (HEK293T) cells expressing luciferase-tagged ELG1; HEK293T ELG1-luciferase reporter, luminescence, 16 h; DNA damage induced by 5-fluorouridine; 2.3% of 330,000 active; AID 504467, 2011; Potency, µM (series often up to 46.1 µM), inactives show at the highest dose activity change, negative = inhibition, hits mostly inhibitors; note: potency is the fitted concentration of half-maximal effect; % is set by controls: 0 for no effect and ±100 for the full control effect; nearly all actives have a fitted effect of over 55% in size
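5-Fluorouridine DNA damage + compound/DMSO, 2,000 cells/well, 16 h, 37 °C/5% CO2. ONE-Glo, 30 min RT, luminescence. Readout = decrease in reporter signal.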
* marks the source's active call; other numbers are inactive results; ? = inconclusive; nt = not tested or not shown; [ ] = remark or other dose. Unless noted, calls come from the whole dose curve; as a rule, active = well fitted curve in the direction sought with a large enough effect; inconclusive = small, poorly fitted or top-dose-only effect, or another doubt; inactive = no such curve, though single readings can be large; an effect the other way counts as inactive or inconclusive.

Under each structure – TCR activator, Eya2 phos inh, AT treatment, Integrin act MD, PTAP TSG101 blk, ASM inhibitor, Mito fusion act, Tb PFK inh, Chronic BCR inh, TSHR antagonist, ELG1 DNA repair
COc1ccc2cc(C(=O)C3CCCN(C(=O)C4=NN(C)C(=O)CC4)C3)ccc2c1 (stereo not drawn)
    -45.3%, 6.5%, -1.3%, -33.9%, -2.4%, 7.3%, -5.0%, 0.6%, 0.2%, -12.0, 6.4%
Cc1ccc(/C=C/C(=O)NCc2cccs2)c(C)c1
    2.6%, 0.5%, -4.2%, 1.6%, 4.0%, -3.2%, 1.1%, 0.1%, ?, 3.0, ?
O=C(COC(=O)CCC(=O)c1ccccc1)NCCc1ccccc1
    0.5%, 4.6%, -0.4%, 22.4%, 1.3%, -1.5%, 2.0%, -2.4%, 5.3%, 1.3, -5.1%
COc1ccc(CN(C)S(=O)(=O)c2nnc(NC(=O)c3cccc(F)c3)s2)cc1OC
    -2.7%, -11.6%, 2.2%, 21.9%, -3.3%, 3.6%, 9.4%, 1.2%, ?, -36.8, 0.0%
C=CCCC(=O)N1CCCC(C(=O)c2cccc(OC)c2)C1 (stereo not drawn)
    nt, 4.3%, -3.7%, ?, -0.2%, 0.3%, -0.2%, -3.7%, 0.1%, -1.8, 12.4%
COc1cc(C2CC(=O)Nc3cc(C)c(C)cc32)cc(OC)c1OC (stereo not drawn)
    -0.1%[46.1 µM], 2.2%, -4.6%, -3.1%, -0.4%, 0.0%, -0.8%, -1.1%, -1.7%, 5.9, -2.2%
O=C(NC(=S)NC1CCCc2ccccc21)c1ccco1 (stereo not drawn)
    0.5%, -7.7%, 14.4%, -23.1%, -4.4%, -1.9%, -12.7%, -4.1%, ?, -8.2, -19.0%
O=C(COC(=O)CNS(=O)(=O)c1ccccc1)Nc1ncc(Cl)cc1Cl
    5.2%, -1.9%, 5.6%, -10.1%, -4.4%, 8.7%, -1.6%, 1.8%, 7.3%, -13.8, 9.0%
CC1CCCCN1C(=O)CSc1nc(N)cc(=O)[nH]1 (stereo not drawn)
    -3.2%, -33.1%, -0.5%, 1.0%, -4.0%, 2.0%, 0.6%, 0.0%, ?, 2.6, 10.9%
Cc1nnc(-c2ccccc2)nc1N(C)C
    1.3%, -4.4%, -3.7%, 0.0%, -0.6%, 1.8%, -2.5%, -1.1%, ?, -0.6, 25.1%
CCCCN(CC(=O)Nc1cccc(S(=O)(=O)N2CCCC2)c1)Cc1nc2ccccc2c(=O)[nH]1
    0.7%, -20.6%, 0.3%, -27.8%, 4.9%, nt, -1.7%, 6.6%, 1.5%, -1.1, ?
CC1(c2ccc(Cl)cc2)NC(=O)N(CC(=O)c2ccc3c(c2)OCO3)C1=O (stereo not drawn)
    -0.2%, -14.7%, 0.5%, 13.6%, nt, -0.4%, 3.4%, -0.3%, 1.5%, -2.1, 16.1%
C=C[C@@H]1c2cccc(C)c2N(S(=O)(=O)c2ccc(C)cc2)[C@H](c2ccc(OC(C)=O)cc2)C1(C#N)C#N
    4.8%, -25.7%, 4.9%, -9.9%, 3.2%, 1.3%, nt, 3.2%, 4.7%, -1.1, -5.0%
O=C(CCCN1C(=O)c2ccccc2C1=O)Nc1nc2ccccc2[nH]1
    3.5%, 4.8%, 13.5%, 9.4%, -1.6%, 4.6%, 1.0%, -0.2%, 16.7%, 0.4, -16.6%
CCc1cccc(N(C(=O)c2csnn2)C(C(=O)NC2CCCCC2)c2ccncc2)c1 (stereo not drawn)
    1.4%, -5.3%, 22.4%, -23.7%, -3.1%, 1.9%, 0.3%, 2.7%, -2.2%, -34.2, 5.3%
Cc1nn(Cc2ccccc2)c2c1C(c1ccncc1)C(C#N)=C(N)O2 (stereo not drawn)
    4.1%, 10.3%, 5.9%, -2.8%, -1.4%, 0.0%, -1.3%, 1.0%, ?, 7.6, 17.3%
CC(=Nc1ccccc1C(F)(F)F)c1ccncc1
    2.7%, -3.8%, 12.0%, 7.4%, 0.1%, 2.4%, 12.0%, -19.2%, 8.9%, 7.7, 9.7%
CN(C)S(=O)(=O)c1ccc2nc(NC(=O)c3cccs3)sc2c1
    -4.5%, 9.2%, nt, 21.4%[7.66 µM], 0.2%, -24.3%, 12.0%, 0.0%, ?, -5.3, ?
O=C(NCc1cccs1)c1ccc(N2CCCC2=O)cc1
    3.1%, -9.3%, 3.9%, 14.2%, -0.5%, 0.7%, -4.5%, 1.0%, ?, -2.0, ?
CCc1ccc2[nH]c(=O)c(CN(CCN(C)C)C(=O)Nc3ccccc3)cc2c1
    -24.7%, 3.7%, 3.1%, -41.4%, -3.2%, -1.6%, 4.5%, 1.4%, 2.7%, -4.9, ?
COc1ccc(N(CC(=O)NCC(C)C)S(=O)(=O)c2ccccc2)cc1
    -13.4%, -3.7%, 4.4%, -13.6%, -3.5%, -6.6%, -7.0%, -5.9%, ?, 11.7, nt
CCc1nnc(NC(=O)c2ccc(COc3ccccc3)o2)s1
    0.6%, 3.2%, -1.7%, 23.5%, -5.8%, -1.1%, 9.4%, -1.4%, 0.8%, -14.0, 22.5%
CN(C)C(=O)c1cn(-c2ccccc2)c(=O)c2ccccc12
    2.2%, 17.0%, 4.7%, 9.9%, -4.0%, -0.7%, 2.5%, -0.1%, -28.1%, 3.4, 1.9%
CCc1ccc(C(=O)NNc2cc(Cl)ccc2Cl)cc1
    -7.6%, 5.1%, 6.7%, 0.0%, -7.4%, -3.2%, 4.9%, 1.1%, ?, -10.5, 3.5%
CC1(C)CC(NC(=S)NC(=O)c2cc(Br)ccc2Cl)CC(C)(C)N1
    8.1%, -14.4%, 6.6%, -78.8%[inhibitor], -5.4%, 1.1%, 5.6%, -0.4%, -11.3%, -5.1, 0.0%
O=C(COC(=O)/C=C/c1ccc(F)cc1)NC1CCCC1
    2.4%, -25.4%, -2.4%, 25.1%, -11.5%, -2.0%, 3.7%, -0.2%, -4.1%, -3.6, ?
Cc1ccc(CNC(=O)C2CCCN(S(=O)(=O)c3c(C)noc3/C=C/N(C)C)C2)cc1 (stereo not drawn)
    4.2%, -9.6%, 5.6%, ?, -2.9%, 5.3%, 3.6%, -6.2%, 0.5%, -3.7, -14.7%
CCOc1ccc(CCNC(=O)COC(=O)c2cccnc2Cl)cc1OCC
    -1.7%, -12.5%, 0.3%, -11.4%, -6.1%, 2.4%, -1.5%, 0.1%, -8.8%, -3.3, 0.0%
C[n+]1cc(-c2ccccc2)oc1-c1ccccc1
    3.0%, -3.4%, -4.9%, 3.4%, -5.7%, -2.2%, 12.0%, -0.7%, 1.9%, 6.1, 16.2%
N#CC1(c2ccccc2)CCC(=O)N1Cc1ccccc1 (stereo not drawn)
    8.7%, 9.2%, -4.1%, 24.9%, -0.1%, -0.2%, 0.1%, -10.4%, -1.0%, 0.4, -3.2%
c1cc(CNCCCN2CCOCC2)ccn1
    -5.5%, 0.5%, -0.1%, 7.3%, -6.2%, 2.3%, -2.5%, -0.6%, -12.0%, -2.5, 17.4%
COc1ccc(OC)c(S(=O)(=O)NCc2ccccc2)c1
    4.1%, 2.3%, 6.1%, 17.6%, -3.5%, 6.5%, -0.4%, -1.8%, 0.1%, -7.4, -1.4%
Cc1cc(C)c(NC(=O)CNC(=O)COC(=O)Cc2ccccc2C)c(C)c1
    -5.3%, -4.4%, -5.9%, -13.1%, -8.3%, -5.5%, 1.9%, -1.5%, ?, 34.3, ?
